AmpC no deterg: blocks E. coli AmpC beta-lactamase in detergent-free assay; AmpC nitrocefin hydrolysis, absorbance 480 nm, 0.0001% Triton; Potency, µM (highest dose often 57.1 µM), inactives show top-dose activity change, negative = inhibition, hits mostly inhibitors; actives 0.52% (n = 330,000);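 further: potency means the concentration at half of the fitted maximal effect; plate controls were no compound for no effect and no enzyme for full effect; nearly all actives have a fitted effect of over 20% in size; some results filed as inactive show a strong effect at the top dose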
Target sequence (P00811 whole entry, looked up): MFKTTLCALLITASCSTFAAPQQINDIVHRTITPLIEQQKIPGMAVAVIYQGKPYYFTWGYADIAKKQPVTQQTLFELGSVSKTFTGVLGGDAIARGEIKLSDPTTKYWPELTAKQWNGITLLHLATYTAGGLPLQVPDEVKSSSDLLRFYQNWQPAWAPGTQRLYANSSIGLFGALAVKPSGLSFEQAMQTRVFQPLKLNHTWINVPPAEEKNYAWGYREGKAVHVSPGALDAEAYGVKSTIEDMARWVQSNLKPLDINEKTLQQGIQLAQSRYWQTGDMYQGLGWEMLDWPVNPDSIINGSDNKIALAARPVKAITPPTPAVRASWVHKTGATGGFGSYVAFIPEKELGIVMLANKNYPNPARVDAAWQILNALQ
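20 mM phosphate pH 7.0 + 0.01% (detergent screen) or 0.0001% Triton X-100; 5.3 nM AmpC reagent; cpd preinc 15 min RT; nitrocefin (800 uM stock) to start; A480 q20 s × 4 min; Activity was normalised to no-enzyme and no-compound control wells.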
Sm TGR block: inhibitors of Schistosoma mansoni thioredoxin glutathione reductase; actives 3% (n = 360,000); Q962Y6; Potency, µM (titrated, usually from 114 µM), inactives show at the top dose activity change, negative = inhibition, hits mostly inhibitors; purified TGR, DTNB reduction, TNB absorbance 405 nm; AID 485364; further: potency means the concentration at half of the fitted maximal effect; nearly all actives have a fitted effect of over 60% in size
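First, TGR (20 nM dispensed) and NADPH were mixed with compound. Second, a 15 min room-temperature incubation followed. Third, further NADPH and then DTNB were added to start the reaction. Finally, TNB absorbance was monitored kinetically.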
AMA1 RON2 block: disrupts binding of P. falciparum AMA1 to RON2. AlphaScreen AMA1-biotinylated RON2 peptide binding. Potency, µM (series often up to 58.2 µM), for inactives: top-dose activity change, negative = inhibition, usual class: inhibitors. actives 0.2% (n = 360,000). AID 720542;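 further: potency means the concentration at half of the fitted maximal effect; 0% = vehicle wells and -100% = peptide control; nearly all actives have a fitted effect of over 45% in size; some results filed as inactive show a strong effect at the top dose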
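AMA1 (3D7) with his tag at 25 nM final met compounds first, then biotinylated RON2 peptide at 25 nM; detection used donor plus acceptor beads, 10 µg/mL apiece, read by AlphaScreen after 30 min at room temperature.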
AmpC detergent: inhibitors of E. coli AmpC beta-lactamase with detergent; P00811; AmpC hydrolysis of nitrocefin, absorbance 480 nm, 0.01% Triton; Potency, µM (series often up to 114 µM), without a hit: at the top dose activity change, negative = inhibition, hits mostly inhibitors; actives 0.041% (n = 370,000); AID 485294;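 further: potency means the concentration at half of the fitted maximal effect; 0% = no-compound wells and -100% = no-enzyme wells; nearly all actives have a fitted effect of over 25% in size; some results filed as inactive show a strong effect at the top dose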
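20 mM phosphate pH 7.0 + 0.01% (detergent screen) or 0.0001% Triton X-100; 5.3 nM AmpC reagent; cpd preinc 15 min RT; nitrocefin (800 uM stock) to start; A480 q20 s × 4 min; Activity was normalised to no-enzyme and no-compound control wells.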
HCMV antiviral: blocks human cytomegalovirus replication; HFF cells, HCMV-luciferase reporter, 72 h; stronger effect = lower value; activity change, negative = inhibition, % at 57.5 µM; actives 4.5% (n = 410,000); AID 1259415; in the data active means activity change below about -60%; inconclusive means no clear call, values can overlap the other calls; inactive means above about -39%
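Two compound doses tested in HFFs infected with HCMV-luciferase, MOI 1 PFU/cell, 72 h at 37C. Lysate luminescence read with OneGlo; data normalized against buffer-only and 10uM Salinomycin inhibitor controls.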
Giardia FBPA inh: inhibitors of Giardia lamblia fructose-1,6-bisphosphate aldolase; purified Giardia FBPA; Potency, µM (top dose mostly 59.6 µM), for the others: top-dose activity, negative = inhibition, actives largely listed as inhibitors; actives 0.71% (n = 290,000); AID 2451; further: potency means the concentration at half of the fitted maximal effect; nearly all actives have a fitted effect of over 55% in size
Target sequence (A8B2U2 whole entry, looked up): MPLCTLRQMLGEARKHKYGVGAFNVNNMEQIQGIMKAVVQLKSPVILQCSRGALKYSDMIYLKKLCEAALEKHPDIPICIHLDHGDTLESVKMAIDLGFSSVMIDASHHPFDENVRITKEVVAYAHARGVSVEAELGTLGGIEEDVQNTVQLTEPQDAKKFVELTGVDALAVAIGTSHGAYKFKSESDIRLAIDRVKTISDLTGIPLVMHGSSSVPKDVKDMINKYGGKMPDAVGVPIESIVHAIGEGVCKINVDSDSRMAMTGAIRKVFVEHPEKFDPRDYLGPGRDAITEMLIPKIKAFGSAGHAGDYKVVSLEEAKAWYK
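40 nM FBPA preincubated 10 min at RT with compound (up to 57.5 uM final), then substrate plus GAPDH/TPI/NAD/arsenate coupling and diaphorase/resazurin added. Fluorescence read after 20 min at RT, 525/598 nm.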
Starred values were filed as active, the others as inactive; u = inconclusive; x = not tested or not shown; & = joins results of further samples; [ ] = dose if it differs, or a comment. Unless noted, the call rests on the fitted dose curve; in most records, active means well fitted curve in the direction sought with a large enough effect; inconclusive means small, poorly fitted or top-dose-only effect, or another doubt; inactive means no such curve, though single readings can be large; an effect the other way counts as inactive or inconclusive. Unless noted, on the % scale 0 is the no-effect control and ±100 the full control effect.

1) COCCCNC(=O)C[C@H]1C[C@H](C(=O)N2CCCCC2)[C@@]2(C)c3[nH]c4cc(-c5ccco5)ccc4c3CCN2C1=O
2) COc1ccc(C2C(C(=O)C(C)(C)C)=C(O)C(=O)N2Cc2ccccc2)cc1 (centres undefined)
3) Cc1ccc(N2C(=O)SC(N(CC(=O)O)c3ccc(C)cc3)C2=O)cc1 (centres undefined)
4) COc1cc(/C=C(\C#N)C(=O)Nc2cccc(C(=O)O)c2)ccc1OCc1ccc(C)cc1
5) Cc1ccc(S(=O)(=O)N2CCN(C(=O)COC(=O)Cc3ccccc3)CC2)c(C)c1
6) CC(C)c1cccc(C(C)C)c1NC(=O)COC(=O)c1ccc2c(c1)S(=O)(=O)c1ccccc1C2=O
7) COC(=O)c1cccc(NC(=O)c2cccs2)c1C
8) CC(C)c1ccc(/C=N/NC(=O)c2c(Cl)cnn2C)cc1
9) Cc1ccc(C(=O)N2CC(=O)Nc3ccc(F)cc3C2c2ccc(F)cc2)cc1 (centres undefined)
10) CCOC(=O)c1cnn(-c2nc(CC)nc3sc4c(c23)CCC4)c1N

assay / compound	1	2	3	4	5	6	7	8	9	10
AmpC no deterg	223.0%[activator]	-26.9%	-1.5%	-32.4%	3.3%	-25.2%	-11.4%	-1.1%	-5.3%	-13.1%
Sm TGR block	x	-7.0%	-0.5%	-2.0%	5.3%	-12.3%	-21.6%	-21.0%	4.9%	0.0%
AMA1 RON2 block	u	1.4%	30.9%[activator]	-3.3%	-15.0%	-8.2%	5.3%	18.0%	-6.9%	-5.8%
AmpC detergent	x	-6.6%	5.5%	-13.2%	-12.7%	-2.7%	-9.6%	u	4.3%	-15.9%
HCMV antiviral	-8.4	-26.9	-33.7	-7.7	-27.3	-15.1	14.7	10.7	u	-32.2
Giardia FBPA inh	x	24.6%	6.1%	-12.5%	x	2.0%	3.3%	-5.6%	3.8%	3.4%

Single values from the entries so far.
cpd 3 @ AmpC no deterg: -1.5%
cpd 1 @ AmpC no deterg: 223.0%[activator]

Following part
11) Cn1nc(-c2ccc(Cl)cc2)c2cc(C(=O)N3CCCC3)sc21
12) COc1ccc(CN(Cc2ccco2)C(=O)COc2ccccc2OC)cc1
13) CCc1nnc(NC(=O)c2ccc(S(=O)(=O)N3CCN(Cc4ccccc4)CC3)cc2)s1
14) CCOc1ncccc1C(=O)Nc1ccc2c(c1)OCCO2
15) O=S(=O)(c1cccc2cccnc12)N1CCN(c2ccccn2)CC1
16) COc1ccc(NS(=O)(=O)c2cccc(C(=O)N/N=C/c3ccc4c(c3)OCCO4)c2)cc1
17) CCOC(=O)c1c(CSc2ccccc2)n(C)c2cc(Br)c(O)c(CN(C)C)c12
18) Cc1ccc(Nc2ncc3c(n2)CC(C)CC3=O)c(C)c1 (centres undefined)
19) Cc1c(C(=O)N2CC(C)OC(C)C2)sc2nc(-c3ccccc3)cn12 (centres undefined)
20) Cc1ccccc1OCC(=O)Nc1ccc(-c2nc3cc(Cl)cc(Cl)c3o2)cc1

assay / compound	11	12	13	14	15	16	17	18	19	20
AmpC no deterg	2.5%	x	-21.2%	-16.5%	-17.4%	-27.9%	91.5%[activator]	-4.0%	-2.0%	x
Sm TGR block	1.4%	3.9%	0.9%	x	-24.0%	9.6%	-0.7%	-0.8%	u	4.8%
AMA1 RON2 block	-6.5%	x	2.0%	-9.7%	-12.4%	10.0%	u	11.3%	x	x
AmpC detergent	-5.4%	22.9%	3.0%	x	2.4%	u	7.9%	-1.9%	-7.6%	14.2%
HCMV antiviral	58.9	-35.8	u	10.1	-16.3	-0.4	-15.1	96.3	-13.7	7.9
Giardia FBPA inh	8.2%	x	10.8%	x	10.6%	-4.8%	-9.9%	1.9%	-0.7%	x

21) COc1ccc(C(=O)NC23CC4CC(CC(C4)C2)C3)cc1
22) Cc1nc2c(nnn2Cc2ccccc2)c(=O)[nH]1
23) Cn1cnc(NCc2ccccc2)c1[N+](=O)[O-]
24) Cc1ccccc1Nc1nnc(SCC2CCCCO2)s1 (centres undefined)
25) Cc1ccccc1C(=O)Nc1nc(-c2ccc(Br)cc2)ns1
26) Cc1cccc(C(=O)NCC(=O)OCc2cc(=O)n3nc(C)sc3n2)c1
27) O=C(CCCN1C(=O)c2cccnc2Oc2ccc(Cl)cc21)NCc1ccccc1F
28) COC(=O)[C@]1(Cc2ccccc2)N[C@H](CN(C)C(=O)c2ccc(F)cc2)[C@@H]2C(=O)N(C)C(=O)[C@@H]21
29) CCCN(C(=O)CSCc1ccc(Cl)cc1)c1c(N)n(Cc2ccccc2)c(=O)[nH]c1=O
30) CCCCCCCc1nc2nc(C)c(Br)c(=O)n2[nH]1

assay / compound	21	22	23	24	25	26	27	28	29	30
AmpC no deterg	-8.8%	-18.8%	-7.2%	-22.6%	x	x	x	59.1%	-14.3%	-25.5%
Sm TGR block	-0.1%	8.5%	-6.0%	-5.6%	8.4%	0.6%	-11.3%	x	-7.9%	10.7%
AMA1 RON2 block	4.5%	-8.1%	-7.5%	54.2%[activator]	x	x	x	0.0%	-6.9%	-6.8%
AmpC detergent	-4.1%	3.8%	2.9%	-7.2%	13.0%	25.2%	2.3%	x	u	-0.5%
HCMV antiviral	-31.6	-22.7	0.3	35.1	-95.5*	-1.3	0.0	-17.0	-1.8	11.5
Giardia FBPA inh	-4.8%	-22.2%	1.8%	2.6%	x	x	x	x	x	-6.5%

31) O=C(Cn1cnc2ccccc21)Nc1cc(C(F)(F)F)ccc1N1CCOCC1
32) CC1CCN(C(=O)Cn2cc(SCC(=O)Nc3ccccc3)c3ccccc32)CC1
33) CCCC(=O)Nc1ccc(C=C(C(C)=O)C(C)=O)cc1
34) Cc1ccc(N2C(=O)CC(N3CCSCC3)C2=O)c(C)c1 (centres undefined)
35) N#C/C(=C\c1cccn1-c1ccccc1)C(=O)NC1CCCCC1
36) CCOc1ccc2oc(C(=O)N(CC)CC(=O)Nc3ccc(NC(C)=O)cc3)c(C)c2c1
37) CCOc1cc(CNn2cn[nH]c2=S)cc(Cl)c1OCc1ccccc1F
38) CC(C)CN1CCC(=O)N(CCN=[N+]=[N-])CC1
39) CCOc1cc(N2CCOCC2)c(OCC)cc1NC(=O)C(C)(C)C
40) C=CCNC(=O)Nc1ccc(Cl)cn1

assay / compound	31	32	33	34	35	36	37	38	39	40
AmpC no deterg	102.0%[activator]	x	-22.5%	-6.8%	-18.2%	44.1%	-4.7%	-18.7%	40.2%[activator]	4.5%
Sm TGR block	4.0%	0.6%	u	50.1µM*	-12.4%	-1.9%	3.2%	4.4%	1.9%	-3.1%
AMA1 RON2 block	4.3%	x	10.7%	-10.0%	0.6%	2.8%	71.2%[activator]	0.3%	-7.5%	-0.9%
AmpC detergent	-17.8%	-0.6%	2.6%	4.1%	-10.1%	-7.3%	-0.8%	9.6%	-10.8%	-17.4%
HCMV antiviral	3.7	38.8	43.8	-4.5	60.7	-18.7	-20.9	31.5	5.2	2.9
Giardia FBPA inh	0.7%	x	0.8%	-9.7%	0.8%	x	10.4%	-11.2%	-9.0%	0.8%

41) Cc1cc(C)cc(NC(=O)Cn2c(=O)n(-c3cc(C)cc(C)c3)c(=O)c3oc4ccccc4c32)c1
42) NC(=O)C1CCN(c2nc(-c3cccnc3)cs2)CC1
43) COc1ccc(C(=O)Nc2nccs2)cc1[N+](=O)[O-]
44) COCC1CCN(C(=O)c2cc(COc3cncc(Cl)c3)on2)C1 (centres undefined)
45) CCOc1ccc(N2C(=O)CSC23CCCCC3)cc1
46) O=C(O)C1CC(O)CN1C(=O)c1ccco1 (centres undefined)
47) CCC(=O)N1CCc2cc(Br)cc(S(=O)(=O)CCC(=O)N3CCN(c4ccccc4F)CC3)c21
48) COc1ccc(CCNC(=O)Cc2cc(OCc3ccccc3)c(OC)cc2[N+](=O)[O-])cc1OC
49) Cc1ccccc1NC(=O)C(=O)N/N=C/c1cccc(Br)c1
50) O=Nc1ccc(NOC(=O)c2ccccc2Br)cc1

assay / compound	41	42	43	44	45	46	47	48	49	50
AmpC no deterg	x	-9.9%&15.2%	-9.7%	22.5%	23.7%	-2.6%	x	39.1%	-8.9%	-17.8%
Sm TGR block	-0.8%	-7.6%	-13.4%	-8.2%	-10.6%	-22.7%	-12.6%	10.5%	0.0%	-6.2%
AMA1 RON2 block	x	x	26.2%	12.7%	-1.7%	-0.8%	x	-4.5%	46.2%[activator]	-20.4%
AmpC detergent	-5.7%	u	-1.2%	0.9%	u	-5.4%	-2.8%	-4.4%	0.8%	-9.9%
HCMV antiviral	-60.7*	-11.2	-0.2	-26.4	-19.7	37.9	3.6	-5.9	-9.3	u
Giardia FBPA inh	x	x	0.4%	-0.1%	-0.6%	-1.4%	x	3.4%	3.4%	-6.0%

Among those listed so far, two have a cyano group.
4) COc1cc(/C=C(\C#N)C(=O)Nc2cccc(C(=O)O)c2)ccc1OCc1ccc(C)cc1
35) N#C/C(=C\c1cccn1-c1ccccc1)C(=O)NC1CCCCC1

assay / compound	4	35
AmpC no deterg	-32.4%	-18.2%
Sm TGR block	-2.0%	-12.4%
AMA1 RON2 block	-3.3%	0.6%
AmpC detergent	-13.2%	-10.1%
HCMV antiviral	-7.7	60.7
Giardia FBPA inh	-12.5%	0.8%

Next entries:
51) COc1ccc(OCc2cc(C(=O)N3CCCC3)no2)c2ccccc12
52) O=C(CN1C(=O)NC2(CCCCCC2)C1=O)N1CCN(c2ccccc2)CC1
53) CCCCNC(=O)N(C)c1nncnc1C(=O)NC
54) O=C(C1CCCCC1)N1CCN=C1SCc1cccnc1
55) COc1cccc(-c2csc(N3CCN(S(=O)(=O)c4ccc(F)cc4)CC3)n2)c1
56) CC1CCN(S(=O)(=O)c2ccc3ncn(CC(=O)N4CCN(C)CC4)c(=O)c3c2)CC1

assay / compound	51	52	53	54	55	56
AmpC no deterg	79.7%[activator]	-10.3%	-8.6%	-0.8%	-37.5%	-21.8%
Sm TGR block	u	0.0%	4.2%	0.0%	5.3%	2.7%
AMA1 RON2 block	-28.5%	-17.2%	8.5%	-1.2%	24.0%	17.2%
AmpC detergent	9.4%	-13.4%	6.0%	-9.9%	-14.9%	4.5%
HCMV antiviral	236.9	0.0	-4.2	-20.4	u	u
Giardia FBPA inh	u	x	3.4%	1.6%	-0.6%	8.2%
